KDM4C inh = KDM4C (human) demethylase inhibition | Q9H3R0 | GST-KDM4C 2-372, H3K9me3 peptide, LANCE TR-FRET | inhibition, % at 12.5 µM | actives 0.15% (n = 96,000) | AID 720574;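 active = mean replicate inhibition above about 25%, with at least 55% of replicates also reaching it, limit read from the data, passing the limit was not always enough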
Target sequence (Q9H3R0 2-372 limits assumed): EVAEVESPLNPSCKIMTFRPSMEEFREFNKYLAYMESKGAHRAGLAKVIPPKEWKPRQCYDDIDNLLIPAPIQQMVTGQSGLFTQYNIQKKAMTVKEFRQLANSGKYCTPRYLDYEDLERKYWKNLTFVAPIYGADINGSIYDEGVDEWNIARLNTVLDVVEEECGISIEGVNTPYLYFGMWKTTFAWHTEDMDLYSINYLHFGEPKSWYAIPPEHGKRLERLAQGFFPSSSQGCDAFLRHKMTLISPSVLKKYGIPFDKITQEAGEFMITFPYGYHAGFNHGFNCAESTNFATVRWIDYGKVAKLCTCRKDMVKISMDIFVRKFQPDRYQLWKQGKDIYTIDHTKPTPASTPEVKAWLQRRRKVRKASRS
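System – N-terminal GST-fused human GASC-1 (KDM4C) fragment, residues 2-372 · Input – enzyme final amount 10 nM · Technique – LANCE TR-FRET, Eu antibody, ULight-streptavidin, EDTA, ex 340 nm, em 618/671 nm · Medium – HEPES buffer, pH 7.5, plus ascorbate · Incubation – enzyme reaction 30 min, then detection 60 min, both room temperature · Reagent – H3K9me3 peptide with Fe(II)/2OG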
Tcruzi prolif = T. cruzi proliferation inhibition; T. cruzi beta-gal in NIH3T3, GalScreen luminescence, 90 h; actives 5.9% (n = 77,000); AID 624255; inhibition, % at 8.34 µM;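 active = mean inhibition above about 93%, with at least 55% of replicates each passing it, limit read from the data, passing the limit was not always enough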
C diff HTS = blocks growth of Clostridium difficile | Clostridium difficile clinical isolate growth, OD600, 24 h; stronger effect = lower value | growth activity, negative = inhibition, % at 16 µg/mL (by protocol) | actives 0.25% (n = 86,000);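 active = mean growth activity at or below -80% and every replicate also at or below -80%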;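 also: 0% = DMSO wells and -100% = levofloxacin 16 µg/mL wells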
Pf Dd2 inh = inhibitors of Plasmodium falciparum Dd2 growth; P. falciparum Dd2 growth, SYBR Green, 72 h; stronger effect = lower value; activity change, % at 10 µM; actives 2.3% (n = 94,000); in the data active = activity change below about -80%
Numbers without * were called inactive; . = no result given; & = joins results of further samples.

SMILES	KDM4C inh	Tcruzi prolif	C diff HTS	Pf Dd2 inh
COc1ccc(S(=O)(=O)N(C)C[C@H]2OCCCC[C@@H](C)Oc3ccc(NC(=O)Nc4c(C)noc4C)cc3C(=O)N([C@@H](C)CO)C[C@@H]2C)cc1	-0.3	-3	-2	-59
CC=Cc1ccc2n(c1=O)C[C@@H]1[C@@H](CO)[C@H](C(=O)N[C@@H](C)c3ccccc3)N(C(=O)c3cnccn3)[C@H]21 (mixture of isomers)	1.0	-28	-11	.
CCCNC(=O)N1CC2(C1)[C@@H](c1ccccc1)[C@@H](CO)N2Cc1ccc(Cl)cc1	-0.9	.	9	-16
C[C@H](CO)N1C[C@H](C)[C@H](CN(C)S(=O)(=O)c2ccc(F)cc2)Oc2ccc(NC(=O)Nc3cccc4ccccc34)cc2C1=O	-7.5	1	0	-24
CCC(=O)NC[C@@H]1[C@H](c2ccccc2)[C@H](CO)N1C(=O)C1CC1	-0.4	4	6	-75
O=C(NCc1ccccc1)[C@H]1[C@H](CO)[C@H]2Cn3c(ccc(-c4cccc(F)c4)c3=O)[C@@H]1N2	-2.2	12	-9	.
C[C@@H]1CCCCO[C@@H](CN(C)C(=O)c2ccncc2)[C@H](C)CN([C@H](C)CO)C(=O)c2cc(NC(=O)Cc3ccccc3)ccc2O1	3.0	66	3	-29
C[C@H]1CCCCO[C@@H](CN(C)C)[C@@H](C)CN([C@@H](C)CO)C(=O)c2cc(NS(C)(=O)=O)ccc2O1	-0.2	15	-1	7
C[C@H](CO)N1C[C@H](C)[C@H](CN(C)S(C)(=O)=O)Oc2ccc(NC(=O)c3ccncc3)cc2CC1=O	0.0	-36	0	8
CCC(=O)N1CC2(C1)[C@@H](c1ccccc1)[C@@H](CO)N2Cc1cccc(Cl)c1	3.3	.	3	-4
COc1ccccc1NC(=O)N[C@H]1CC[C@@H](CCn2cc(-c3cccnc3)nn2)O[C@H]1CO	0.2	3	.	-12
COc1cccc(-c2ccc([C@@H]3[C@H]4CN(C(=O)c5cccnc5)CC(=O)N4[C@H]3CO)cc2)c1	-0.8	.	10	-54
C[C@H](CO)N1C[C@H](C)[C@H](CN(C)C(=O)Nc2cccc3ccccc23)Oc2c(NS(=O)(=O)c3ccc(Cl)cc3)cccc2C1=O	2.0	8	7	-13
C[C@H](CO)N1C[C@H](C)[C@H](CN(C)CC2CCCCC2)Oc2ccc(NS(C)(=O)=O)cc2C1=O	-0.2	44	22	27
C[C@H]1CN([C@@H](C)CO)C(=O)c2cc(C#CC3CC3)cnc2O[C@H]1CN(C)Cc1cccc(C(=O)O)c1	-2.2	.	-3	7
C[C@@H]1CN([C@@H](C)CO)C(=O)c2cccc(NS(=O)(=O)c3ccc(F)cc3)c2O[C@H]1CN(C)C(=O)Nc1ccc(F)cc1	-0.3	0	-1	9
CC(C)C#Cc1cnc2c(c1)C(=O)N([C@@H](C)CO)C[C@@H](C)[C@@H](CN(C)C(=O)c1cccc(F)c1)O2	1.7	59	7	11
Cc1ccc(S(=O)(=O)N(C)C[C@@H]2Oc3ccc(NC(=O)CCC(F)(F)F)cc3C(=O)N([C@H](C)CO)C[C@@H]2C)cc1	-4.6	45	-3	2
CCS(=O)(=O)N(C)C[C@@H]1N[C@H](CO)[C@@H]1c1ccc(C#CC(C)C)cc1	-2.5	.	-6	-35
C[C@H](CO)N1C[C@H](C)[C@@H](CN(C)S(=O)(=O)c2cn(C)cn2)Oc2cc(C#Cc3ccc(F)cc3)ccc2S1(=O)=O	0.2	107*	2	-58
O=C(Nc1ccc(C(F)(F)F)cc1)N[C@H]1CC[C@H](CCNC(=O)c2ccccc2F)O[C@H]1CO	0.2	5	1	-12
COc1ccc(-c2ccc([C@H]3[C@@H](CO)N4CCCCN(C(=O)c5ccc(F)cc5)C[C@H]34)cc2)cc1	0.3	94	-3	-44
C[C@@H]1CCCCO[C@H](CN(C)Cc2ccc(Cl)c(Cl)c2)[C@@H](C)CN([C@H](C)CO)C(=O)c2cc(NC(=O)CCC(F)(F)F)ccc2O1	2.5	87	9	-13
CC(C)NC(=O)N1[C@H](C#N)[C@H](c2ccc(C#CC3CCCCC3)cc2)[C@H]1CO	-0.9	107*	-22	-73
CCC(=O)N1CC(=O)N2[C@H](C1)[C@@H](c1ccc(C#CC3CCCCC3)cc1)[C@@H]2CO	-0.4	.	19	12

Continued:
SMILES	KDM4C inh	Tcruzi prolif	C diff HTS	Pf Dd2 inh
COCC#Cc1cnc2c(c1)C(=O)N([C@@H](C)CO)C[C@H](C)[C@H](CN(C)C(=O)c1cccnc1)O2	-1.8	.	30	16
C[C@H]1CN([C@@H](C)CO)C(=O)c2cc(N(C)C)ccc2O[C@H]1CN(C)S(=O)(=O)c1cn(C)cn1	9.6	-14	-1	12
O=C(CN1CCOCC1)NCC[C@H]1CC[C@H](NC(=O)Nc2ccccc2)[C@@H](CO)O1	3.8	34	-1	1
Cc1ccc(S(=O)(=O)N(C)C[C@H]2Oc3ccc(NS(=O)(=O)c4ccc(F)cc4)cc3CC(=O)N([C@@H](C)CO)C[C@H]2C)cc1	0.0	75	-6	-20
COCC(=O)N1[C@@H](CO)[C@@H]2c3ccccc3N(C(=O)c3ccccc3)C[C@@H]21	-1.8	10	-6	0
CCS(=O)(=O)Nc1ccc2c(c1)C(=O)N(C)C[C@@H](OC)[C@@H](C)CN(C(=O)C1CCC1)[C@@H](C)CO2	-0.6	-70	1	5
COc1cccc(C(=O)Nc2ccc3c(c2)C(=O)N(C)[C@H]2CC[C@@H](CC(=O)NCCCN4CCOCC4)O[C@H]2CO3)c1	0.1	-13	0	.
C[C@@H]1CCCCO[C@@H](CN(C)S(C)(=O)=O)[C@H](C)CN([C@H](C)CO)C(=O)c2cc(N(C)C)ccc2O1	9.9	39	-4	11
CCS(=O)(=O)N1CC2(CN(Cc3ccccc3)[C@@H](CO)c3c2c2ccc(OC)cc2n3C)C1	-0.1	.	10	-44
O=C(NCC[C@@H]1CC[C@@H](NC(=O)C2CCC2)[C@H](CO)O1)c1cc(Cl)cc(Cl)c1	-0.8	.	2	11
CC(C)NC(=O)Nc1ccc2c(c1)CC(=O)N([C@H](C)CO)C[C@H](C)[C@H](CN(C)Cc1ccc(Cl)c(Cl)c1)O2	-1.0	.	34&32	-32
COc1ccc(S(=O)(=O)Nc2cccc3c2O[C@@H](CN(C)C)[C@@H](C)CN([C@@H](C)CO)C3=O)cc1	0.1	9	0	0
CCC(=O)N1CC2(C1)[C@H](c1ccc(-c3ccc(F)cc3)cc1)[C@@H](CO)N2C(C)=O	-0.6	.	-14	6
COc1cccc(NC(=O)N2C[C@@H](O)COC[C@@H]3O[C@H](CC(=O)NCc4ccccc4F)CC[C@H]32)c1	-0.4	.	10&-2	9
O=C(Nc1cccc(Cl)c1)N[C@@H]1CC[C@H](CCNC(=O)C2CCCCC2)O[C@@H]1CO	-2.2	23	-5	10
CCCNC(=O)Nc1ccc2c(c1)OC[C@H](C)N(C(=O)C1CCOCC1)C[C@H](C)[C@H](OC)CN(C)C2=O	35*	49	.	11
O=C(Nc1ccccc1F)N1C[C@@H]2[C@H](c3ccccc31)[C@H](CO)N2C(=O)Nc1ccccc1	0.4	6	-3	9
C[C@@H]1CCCCO[C@H](CN(C)Cc2ccc3c(c2)OCO3)[C@H](C)CN([C@@H](C)CO)C(=O)c2cc(NC(=O)Nc3ccc(C(F)(F)F)cc3)ccc2O1	-1.3	122*	-39	-86*
CCC(=O)Nc1ccc2c(c1)C(=O)N(C)C[C@H](OC)[C@@H](C)CN(Cc1cccnc1)[C@@H](C)CO2	-0.5	-31	-1	56
CC(=O)N1[C@H](CN(CC(C)C)C(=O)c2ccccn2)[C@@H](c2ccccc2)[C@@H]1CO	1.0	1	-2	12
CO[C@H]1CN(C)C(=O)c2ccc(NS(=O)(=O)c3ccc(C)cc3)cc2OC[C@H](C)N(C(=O)NC(C)C)C[C@@H]1C	0.6	.	-3	18
COCC#Cc1ccc([C@@H]2[C@H]3CN(Cc4cccnc4)CCCCN3[C@H]2CO)cc1	-0.4	90	1	-4
CN(C)C(=O)c1cccc(-c2ccc([C@@H]3[C@@H](C#N)N(C(=O)C4CCCC4)[C@@H]3CO)cc2)c1	-0.8	.	-4	-28
CC(C)NC(=O)N[C@H]1CC[C@H](CCNC(=O)C2CC2)O[C@@H]1CO	-4.0	.	7	-17
COCC(=O)N1C[C@H]2[C@@H](c3ccccc31)[C@@H](CO)N2Cc1ccccc1F	1.5	-21	-3	-6

Of the compounds above, these have a Cl atom:
SMILES	KDM4C inh	Tcruzi prolif	C diff HTS	Pf Dd2 inh
CCCNC(=O)N1CC2(C1)[C@@H](c1ccccc1)[C@@H](CO)N2Cc1ccc(Cl)cc1	-0.9	.	9	-16
CCC(=O)N1CC2(C1)[C@@H](c1ccccc1)[C@@H](CO)N2Cc1cccc(Cl)c1	3.3	.	3	-4
C[C@H](CO)N1C[C@H](C)[C@H](CN(C)C(=O)Nc2cccc3ccccc23)Oc2c(NS(=O)(=O)c3ccc(Cl)cc3)cccc2C1=O	2.0	8	7	-13
C[C@@H]1CCCCO[C@H](CN(C)Cc2ccc(Cl)c(Cl)c2)[C@@H](C)CN([C@H](C)CO)C(=O)c2cc(NC(=O)CCC(F)(F)F)ccc2O1	2.5	87	9	-13
O=C(NCC[C@@H]1CC[C@@H](NC(=O)C2CCC2)[C@H](CO)O1)c1cc(Cl)cc(Cl)c1	-0.8	.	2	11
CC(C)NC(=O)Nc1ccc2c(c1)CC(=O)N([C@H](C)CO)C[C@H](C)[C@H](CN(C)Cc1ccc(Cl)c(Cl)c1)O2	-1.0	.	34&32	-32
O=C(Nc1cccc(Cl)c1)N[C@@H]1CC[C@H](CCNC(=O)C2CCCCC2)O[C@@H]1CO	-2.2	23	-5	10

(list continues)
SMILES	KDM4C inh	Tcruzi prolif	C diff HTS	Pf Dd2 inh
CCC(=O)N1[C@H](CO)[C@H](c2ccc(-c3cccc(F)c3)cc2)[C@H]1CNC(C)=O	0.0	38	-12	7
C[C@H](CO)N1C[C@H](C)[C@H](CN(C)C(=O)Nc2ccc3c(c2)OCO3)Oc2c(NC(=O)C3CC3)cccc2C1=O	0.3	52	-7	-5
COc1cccc(C(=O)N2C[C@@H]3[C@H](c4ccccc42)[C@@H](CO)N3Cc2ccccc2F)c1	-0.8	-13	1	-3
C[C@@H]1CN([C@H](C)CO)C(=O)Cc2cc(NC(=O)Nc3ccc(C(F)(F)F)cc3)ccc2O[C@@H]1CN(C)Cc1ccccc1	5.6	29	6	-13
C[C@H]1CN([C@@H](C)CO)C(=O)CCCn2nncc2CO[C@H]1CN(C)CC1CCCCC1	1.2	36	.	5
C[C@@H]1CCCCO[C@@H](CN(C)C(=O)Cc2ccccc2)[C@@H](C)CN([C@@H](C)CO)C(=O)c2cc(NS(=O)(=O)c3cccs3)ccc2O1	0.4	51	-1	-55
O=C(c1ccccn1)N1CC2(C1)[C@H](c1ccccc1)[C@H](CO)N2Cc1ccc(F)cc1	0.5	.	2	-20
C/C=C/c1ccc([C@@H]2[C@@H](CO)N(C(C)=O)[C@H]2CN(C)C(=O)c2ccccn2)cc1	0.1	38	-7	-18
C[C@H]1CN([C@@H](C)CO)C(=O)c2c(c3ccccc3n2C)-c2ccccc2CO[C@@H]1CN(C)S(=O)(=O)c1ccc([N+](=O)[O-])cc1	-1.3	.	0	-68
CO[C@H]1CN(C)C(=O)c2ccc(NC(=O)c3ccc4c(c3)OCO4)cc2OC[C@@H](C)NC[C@H]1C	-1.0	-20	.	10
Cc1noc(C)c1NC(=O)N(C)C[C@@H]1OCCCC[C@@H](C)Oc2ccc(NC(=O)NC(C)C)cc2C(=O)N([C@@H](C)CO)C[C@H]1C	2.6	.	-3	59
C[C@@H]1CN([C@H](C)CO)C(=O)c2cc(N(C)C)ccc2O[C@H]1CN(C)C(=O)Nc1ccccc1	1.4	.	-2	13
CC(C)C(=O)Nc1ccc2c(c1)C(=O)N(C)[C@@H]1CC[C@H](CC(=O)Nc3ccccc3)O[C@H]1CO2	-0.9	3	12	0
C[C@@H]1CN([C@@H](C)CO)C(=O)Cc2cc(NC(=O)Nc3ccc4c(c3)OCO4)ccc2O[C@H]1CN(C)C(=O)Nc1cccc2ccccc12	-0.5	-2	-6	-68
O=C(C[C@H]1C[C@@H]2c3cc(NC(=O)NC4CCCCC4)ccc3O[C@@H]2[C@H](CO)O1)NCc1ccccn1	0.8	.	1	6
CCCNC(=O)[C@H]1[C@H](CO)[C@H]2Cn3c(ccc(-c4ccc(F)cc4)c3=O)[C@H]2N1CC	5.6	81	-1	2

2 entries from above, with values under each structure:
Sequence of screens: KDM4C inh	Tcruzi prolif	C diff HTS	Pf Dd2 inh
CCC(=O)N1[C@H](CO)[C@H](c2ccc(-c3cccc(F)c3)cc2)[C@H]1CNC(C)=O
  0.0	38	-12	7
C[C@H](CO)N1C[C@H](C)[C@H](CN(C)C(=O)Nc2ccc3c(c2)OCO3)Oc2c(NC(=O)C3CC3)cccc2C1=O
  0.3	52	-7	-5

Compound activity from PubChem.
